NCI-60 one-dose screen, 48 h, at 10 µM unless noted. Numbers give growth in % (100 = growth as untreated, 0 = no growth, -100 = all killed).
UACC-257 – UACC-257 melanoma; hit rate 4.4% among 78,000; AID 1794764
T-47D – T-47D breast cancer; hit rate 5% among 79,000; AID 1794792
BT-549 – BT-549 breast cancer; AID 1794793; hit rate 4.4% among 78,000
SK-MEL-28 – SK-MEL-28 melanoma | AID 1794761 | hit rate 4.1% among 81,000
MALME-3M – MALME-3M melanoma; hit rate 5.8% among 78,000
HS 578T – HS 578T breast cancer; AID 1794788; hit rate 4.1% among 78,000
UACC-62 – UACC-62 melanoma; hit rate 5.4% among 81,000
SK-MEL-2 – SK-MEL-2 melanoma. hit rate 4.7% among 77,000. AID 1794763
Starred values were filed as active, the others as inactive; / = no result given; & = joins results of further samples. The calls were made as follows: active = growth percent below 10; inactive = the rest.

SMILES	UACC-257	T-47D	BT-549	SK-MEL-28	MALME-3M	HS 578T	UACC-62	SK-MEL-2
O=C(CN(c1ccc(F)cc1)S(=O)(=O)c1ccc(Cl)cc1)Nc1ccc(S(=O)(=O)N2CCC(N3CCCC3)CC2)cc1	66	68	78	104	104	92	88	92
O=C(/C=C/c1cc2ccccc2[nH]c1=O)c1ccc(-c2ccccc2)cc1	105	84	101	112	91	/	101	84
COc1cc2c(cc1OC)C1c3ccccc3N(C)C(=O)N1CC2 (centres undefined)	106	75	102	121	111	96	91	109
Cn1cc(NC(=O)Nc2cc(C(=O)O)n(C)c2)cc1C(=O)O	106	107	125	121	89	108	90	98
Cc1cc(N(C)c2ccccc2)nc(N)n1	101	92	112	107	108	106	98	91
COC(=O)c1cncc(C)c1	96	101	108	98	110	82	101	97
O=C1COCCN1c1ccc(NCc2cn(Cc3ccccc3)c3ccccc23)cc1	75	45	/	102	96	89	22	98
O=c1oc2cc(OS(=O)(=O)c3ccccc3)c(Cl)cc2c2c1CCCCC2	103	57	69	94	82	95	79	82
CCOC(=O)C(C)C(O)c1ccccc1 (centres undefined)	104	172	113	113	108	109	99	121
COC(=O)C(Cc1ccccc1)NC(=O)c1ccc(NC(=O)c2[nH]c(C)c(Cl)c2Cl)c(OC(C)C)c1 (centres undefined)	101	37	82	102	71	62	91	105
CCN(CC)c1ccc(/C=C\C(=O)c2ccc(NC(C)=O)cc2)cc1	78	76	95	82	117	55	78	77
C=C(C)[C@@H]1CC[C@]2(C#N)CC[C@]3(C)[C@H](CC[C@@H]4[C@@]5(C)CCCNC(C)(C)[C@@H]5CC[C@]43C)[C@@H]12	71	79	96	97	81	92	89	110
CC(C)COC(=O)OCC(C)C	102	85	97	107	104	109	102	106
Cc1cc(-c2ccccc2)n(/N=C(\N)C(Cl)(Cl)Cl)c(=S)n1	102	102	108	107	83	103	91	110
CC(=O)Nc1nc(OC(C)=O)c(Cc2ccc(C)cc2)s1	95	87	116	113	98	96	99	88
CCCCCCCCC1C(C)(c2ccccc2)CC1(C)c1ccccc1 (centres undefined)	93	102	107	106	92	101	93	101
CC(=Nc1ccccc1)C1=C(O)C(Cc2cccc(F)c2)NC1=O (centres undefined)	41	73	-20*	63	40	46	33	13
C#C[C@]1(O)CC[C@H]2[C@@H]3CC=C4c5nc(Nc6ccc(OC)cc6OC)sc5CC[C@]4(C)[C@H]3CC[C@@]21C	-20*	22	-17*	-49*	-22*	-13*	-37*	-10*
C=CC(=O)Nc1cc(Nc2nccc(-c3cn(C)c4ccccc34)n2)c(OC)cc1N(C)CCN(C)C	-79*	-61*	-40*	-87*	-82*	/	-69*	/
Nc1nc2ccc(-c3nc4ccc5[nH]ncc5c4c4c3CCCC4)cc2s1	88	110	106	120	94	100	102	96
Cc1cc(NCc2cc(Nc3ccnc4cc(Cl)ccc34)ccc2F)nc(Cl)n1	36	28	55	72	77	58	45	55
CN(C)c1ccc(/C=C/c2nccc3ccccc23)cc1	/	40	84	89	110	94	61	/
CC1=C([Se]CC(OC(=O)[C@@H](CO)NC(=O)OC(C)(C)C)C(=O)NC(C)(C)C)C(=O)c2ccccc2C1=O (some centres undefined)	-87*	-54*	-100*	-100*	-65*	-37*	-100*	-79*
COc1cccc(C2C(C#N)=C(N)Oc3cc(N)ccc32)c1 (centres undefined)	47	10	47	47	52	22	42	24
CCOc1ccc(-n2nc(C(=O)Nc3ccccc3OC)nc2-c2cc(OC)c(OC)c(OC)c2)cc1	98	50	78	78	100	82	85	82
Cc1ccc(S(=O)(=O)Nc2ccc(C(=O)/C=C/c3cccc(C)c3)cc2)cc1	102	74	90	102	104	98	70	108
CCN(Cc1cccc(CN(CC)C(=O)C(Cl)Cl)c1)C(=O)C(Cl)Cl	81	114	108	103	100	96	96	112
Cc1nc(N)[nH]c(=O)c1CCCNc1ccc(CCC2(CCl)OCCO2)cc1	103	86	95	109	/	98	84	97
Cc1cc2nc(CO)[nH]c2cc1C	92	124	105	108	144	151	100	83
Nc1c(C(=O)Nc2cccc(C(F)(F)F)c2)sc2nc3c(cc12)C(O)CCC3 (centres undefined)	44	17	53	49	51	51	41	31
COc1cc(N2C(=O)c3nccnc3C2=O)cc(OC)c1OC	105	97	95	108	96	104	114	95
CNC(=O)c1ccc(N)cc1	114	104	106	113	131	105	100	119
C#CCOc1ccc(/C=N/Nc2nc(-c3ccc(F)cc3)cs2)cc1OC	64	35	24	77	86	81	47	61
O=S(=O)(O)c1ccc(Nc2ccccc2)cc1	104	104	107	117	97	110	96	100
N#Cc1c(-c2ccccc2)cc(-c2ccccc2)n(CC(=O)NO)c1=O	67	15	1.7*	76	66	39	64	35
Cn1cc(-c2cc(N)n3nc(-c4cn(C)c5ccc(Br)cc45)cc3n2)c2cc(Br)ccc21	109	101	105	97	102	111	92	120

Complete entries, quoted from the list. Order of values: UACC-257, T-47D, BT-549, SK-MEL-28, MALME-3M, HS 578T, UACC-62, SK-MEL-2
O=c1oc2cc(OS(=O)(=O)c3ccccc3)c(Cl)cc2c2c1CCCCC2 is listed with 103, 57, 69, 94, 82, 95, 79, 82
Cc1cc(N(C)c2ccccc2)nc(N)n1 is listed with 101, 92, 112, 107, 108, 106, 98, 91
C#C[C@]1(O)CC[C@H]2[C@@H]3CC=C4c5nc(Nc6ccc(OC)cc6OC)sc5CC[C@]4(C)[C@H]3CC[C@@]21C is listed with -20*, 22, -17*, -49*, -22*, -13*, -37*, -10*
O=S(=O)(O)c1ccc(Nc2ccccc2)cc1 is listed with 104, 104, 107, 117, 97, 110, 96, 100
COc1cc(N2C(=O)c3nccnc3C2=O)cc(OC)c1OC is listed with 105, 97, 95, 108, 96, 104, 114, 95

Reprinted at random: 7 entries already listed, in no set order.
SMILES	UACC-257	T-47D	BT-549	SK-MEL-28	MALME-3M	HS 578T	UACC-62	SK-MEL-2
C#CCOc1ccc(/C=N/Nc2nc(-c3ccc(F)cc3)cs2)cc1OC	64	35	24	77	86	81	47	61
COc1cc(N2C(=O)c3nccnc3C2=O)cc(OC)c1OC	105	97	95	108	96	104	114	95
Cc1cc2nc(CO)[nH]c2cc1C	92	124	105	108	144	151	100	83
O=S(=O)(O)c1ccc(Nc2ccccc2)cc1	104	104	107	117	97	110	96	100
CNC(=O)c1ccc(N)cc1	114	104	106	113	131	105	100	119
Nc1c(C(=O)Nc2cccc(C(F)(F)F)c2)sc2nc3c(cc12)C(O)CCC3 (centres undefined)	44	17	53	49	51	51	41	31
Cc1ccc(S(=O)(=O)Nc2ccc(C(=O)/C=C/c3cccc(C)c3)cc2)cc1	102	74	90	102	104	98	70	108

Continuation:
SMILES	UACC-257	T-47D	BT-549	SK-MEL-28	MALME-3M	HS 578T	UACC-62	SK-MEL-2
CCOP(=O)(OCC)/C(C#N)=C/c1ccc(N(C)C)cc1	106	107	122	112	102	111	99	109
O=C(O)c1ccc(NCc2cn(-c3ccc(C(=O)O)cc3)nc2-c2cc(C(F)(F)F)cc(C(F)(F)F)c2)cc1	104	88	121	108	82	92	95	101
Clc1ccc(Nc2ccc3nnc(-c4ccncc4)n3n2)cc1Cl	123	89	100	110	123	105	97	96
CCCCCCCCCCOC(=O)Nc1cccc2ccccc12	103	91	104	119	100	108	97	100
C=CC(=O)N1CCN(c2cccc(Oc3nccc(Nc4nnc(-c5ccccc5)s4)n3)c2)CC1	106	80	118	105	113	88	86	110
CCOc1ccc(Nc2ccc(N)c(S(=O)(=O)O)c2)cc1	102	104	109	115	166	/	102	107
CNCCC=C1c2ccccc2CCc2ccccc21	82&93	87&99	81&88	100&100	80&96	82&83	95&112	98&114
CCCCn1c(O)c(C=N)c(=O)n(CCCC)c1=O	/	95	103	97	109	103	98	105
Cc1ccc(OCCOCCOCCOc2ccc(C)n(O)c2=S)c(=S)n1O	68	14	50	49	47	56	16	57
COc1ccc(NC(=O)CSc2nc3ccc(Cl)cc3c(=O)n2-c2ccccc2C(F)(F)F)c(OC)c1OC	86	62	73	92	61	/	69	53
CC1=NC(c2ccccc2)C2=C(N1)/C(=C/c1ccccc1)CCC2 (centres undefined)	111	94	91	101	95	94	88	115
CCCc1c(C)[nH]c2ccccc2c1=O	101	101	109	120	106	100	90	104

Just T-47D and BT-549, for some of the entries so far:
structure | T-47D | BT-549
O=C(O)c1ccc(NCc2cn(-c3ccc(C(=O)O)cc3)nc2-c2cc(C(F)(F)F)cc(C(F)(F)F)c2)cc1 | 88 | 121
Clc1ccc(Nc2ccc3nnc(-c4ccncc4)n3n2)cc1Cl | 89 | 100
CCCCCCCCCCOC(=O)Nc1cccc2ccccc12 | 91 | 104
C=CC(=O)N1CCN(c2cccc(Oc3nccc(Nc4nnc(-c5ccccc5)s4)n3)c2)CC1 | 80 | 118

New compounds follow
SMILES	UACC-257	T-47D	BT-549	SK-MEL-28	MALME-3M	HS 578T	UACC-62	SK-MEL-2
COc1ccc(Cc2nnc(SCC(=O)Nc3ccc(Cl)cc3)n2-c2ccccc2)cc1	101	/	/	115	88	106	81	97
Oc1[nH]c2cc(Cl)ccc2c1/C=c1/ccc2c(c1)N=C(c1cc(F)cc(F)c1)N=2	56	31	37	40	51	17	36	20
Cc1ccc(F)cc1NC(=S)NN	86	99	120	94	82	100	87	98
Cc1ccc(NC(=O)N[C@@H](Cc2cc(F)cc(F)c2)C(=O)NC2C(=O)N3C[C@H](O)C[C@H]3C(=O)N3CCCC[C@H]3C(=O)N[C@@H](CO)C(=O)N3C[C@H](C)C[C@H]3C(=O)O[C@H]2C)c(F)c1 (some centres undefined)	25	32	44	47	51	40	31	/
C[N+](C)(C)CC(=O)NNC(=O)Nc1ccc(Cl)cc1	107	106	130	109	98	107	98	112
CCOc1ccc(CC(O)CNCC(C)C)cc1 (centres undefined)	84	106	120	112	121	100	96	102
CNc1ccccc1O	102	106	102	119	122	/	93	107
CCOC(=O)Nc1cccc(-n2cnc3cc(-c4ccc(O)cc4)ccc32)c1	84	13	39	64	78	16	36	16
C[C@@H](C[C@H](CCO)c1ccccc1)c1ccoc1	89	93	102	105	103	89	95	102
O=c1cc(-c2nc(-c3ccccc3)c(-c3ccccc3)[nH]2)c2cc(Cl)ccc2o1	102	60	103	91	108	94	58	/
CC1OC2CC(=O)OC2C2=C1C(=O)c1c(O)c3c(c(O)c1C2=O)C1CC(O)C3(O)C(C)O1 (centres undefined)	-58*	-21*	-99*	-52*	/	-12*	-77*	-56*
CCN(CC)CC(O)c1ccc2ccc3ccc(O)cc3c2c1 (centres undefined)	102	99	88	117	111	109	84	103
N#Cc1c(Nc2ccc(Cl)cc2)nc2sc3cc(Cl)c(Cl)cc3n2c1=O	94	74	93	104	111	101	71	102
O=C(Nc1ccc(Cl)cc1)Nc1nc2ccc([N+](=O)[O-])cc2s1	-33*	-26*	-38*	-12*	-21*	-16*	-30*	-41*
COc1ccc2[nH]c(=O)c(CN3CCN(c4nccc(-c5ccc6ccccc6c5)n4)CC3)cc2c1	89	58	92	96	102	101	86	103
O=C(O)c1cccc2oc(-c3ccccc3O)nc12	80	52	75	78	71	80	65	71
Cc1ccc(C(=O)N2CCN(C)CC2)cc1C#Cc1cnc2cccnn12	94	91	111	97	97	96	100	94
CCOC(=O)/C=C1/SC(=Nc2ccc(C#N)cc2)N(Cc2ccco2)C1=O	55	12	45	38	48	65	35	79
NNc1ccccc1[N+](=O)[O-]	100	80	98	105	90	92	88	95
C=CCn1cc(/C=N\N=C2\C(=O)Nc3ccc(Cl)cc32)c2ccccc21	101	70	/	114	105	101	82	98
N#Cc1ccc(NC(=O)NN2CCCCCC2)cc1	95&108	95&92	129	125&120	122	114	98&100	133&116
Cn1cc(-c2cc(N)n3nc(-c4c[nH]c5ccc(Br)cc45)cc3n2)c2cccnc21	-84*	-76*	-84*	-96*	-92*	-39*	-94*	-56*
COc1ccc(C(=O)CCN(C)C)c(OC)c1	88	/	90	104	90	97	91	104
O=C(NO)/C(CC(=O)c1ccc(O)cc1O)=N\O	115	109	124	109	100	104	98	101
CCc1ccccc1NCCO	105	94	106	113	94	103	92	100
CCCCCC(Cl)(CCCC)CCCCC	108	88	105	109	103	103	107	104
